# D1 PAM = human D1 dopamine receptor positive modulation; P21728; 360,000 compounds, 0.036% hits; HEK293 TREx D1 cells, calcium flux, dopamine EC20 potentiation; potentiation, % at 10 µM; AID 504651; in the data active means potentiation above about 30%; further: 0% is about no effect
# TRHR enhancer = TRH receptor (human) allosteric enhancement; P34981; TRHR cells, fluo-8 calcium fluorescence, EC20 TRH enhancement; enhancement, % at 2 µM; 360,000 compounds, 0.66% hits; in the data active means enhancement above about 30%; further: 0% is about no effect
#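 TRHR-expressing cells loaded with fluo-8 calcium dye were read kinetically (ex 480/em 530) during compound addition, then stimulated with an EC20 of TRH (10 nM final). Enhancement of the Gq-mediated intracellular calcium response was scored.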
# D1 antag = human D1 dopamine receptor antagonism; P21728; HEK293 TREx D1 cells, calcium flux, dopamine EC80; stronger effect = lower value; activity change, negative = inhibition, % at 10 µM; 360,000 compounds, 3.2% hits; AID 504652; in the data active means activity change below about -30%; further: on the % scale 0 is the no-effect control and ±100 the full control effect
#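 HEK293 T-REx cells expressing inducible, force-coupled D1 receptor; no-wash Ca dye, 30–90 min RT. Cmpd → 180 s read at 1 Hz → EC80 DA → 180 s read.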
# D2 PAM = positively modulates the human D2 dopamine receptor allosterically | P14416 | HEK293 T-REx D2, calcium flux, EC20 dopamine potentiation | potentiation, % at 10 µM | 340,000 compounds, 0.34% hits;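 active means potentiation over 3 SD above the plate norm, cut at about 30% in these data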; further: 0% is about no effect
#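 Cells plated with tetracycline inducer and held overnight at 30 C; calcium dye loaded 30–90 min at room temperature; baseline taken, compound added and read 180 s; EC20 dopamine then added and read 180 s.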
# D2 antag = D2 dopamine receptor (human) antagonism | HEK293 TREx D2 cells, calcium flux, dopamine EC80 | 340,000 compounds, 2% hits | inhibition, % at 10 µM | AID 485344; in the data active means inhibition above about 30%; further: 0% is about no effect
#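 Measurement of antagonist activity uses fluorescent calcium dye in inducible HEK293 T-REx D2 cells: 10 s baseline, compound addition with 180 s read, EC80 dopamine addition with a further 180 s read.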
# D2 ag = D2 dopamine receptor (human) agonism; 340,000 compounds, 0.53% hits; HEK293 T-REx D2 cells, calcium flux agonist mode; AID 485358; activation, % at 2 µM;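 active means activation over 3 SD above normal in the single-dose calcium agonist read, cut at about 30% in these data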; further: 0% is about no effect
#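 Tetracycline-induced HEK293 T-REx cells with force-coupled D2 receptor, plated overnight at 30 C, loaded with no-wash calcium dye. After a 10 s baseline, compound was pin-added and calcium flux read kinetically for 180 s; calcium rises flagged agonists.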
# RXFP1 antag = RXFP1 (human) relaxin receptor antagonism; HEK293-RXFP1, relaxin-stimulated cAMP HTRF, 30 min; stronger effect = lower value; 350,000 compounds, 0.59% hits; AID 1259400; Q9HBX9; activity change, negative = inhibition, % at 57.5 µM;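 active means activity change of -60% or lower, but not beyond a set lower limit; inconclusive means change between -60% and -40%, or beyond the set limit; inactive means change above -40%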; further: on the % scale 0 is the no-effect control and ±100 the full control effect
# Target sequence (Q9HBX9 whole entry, looked up): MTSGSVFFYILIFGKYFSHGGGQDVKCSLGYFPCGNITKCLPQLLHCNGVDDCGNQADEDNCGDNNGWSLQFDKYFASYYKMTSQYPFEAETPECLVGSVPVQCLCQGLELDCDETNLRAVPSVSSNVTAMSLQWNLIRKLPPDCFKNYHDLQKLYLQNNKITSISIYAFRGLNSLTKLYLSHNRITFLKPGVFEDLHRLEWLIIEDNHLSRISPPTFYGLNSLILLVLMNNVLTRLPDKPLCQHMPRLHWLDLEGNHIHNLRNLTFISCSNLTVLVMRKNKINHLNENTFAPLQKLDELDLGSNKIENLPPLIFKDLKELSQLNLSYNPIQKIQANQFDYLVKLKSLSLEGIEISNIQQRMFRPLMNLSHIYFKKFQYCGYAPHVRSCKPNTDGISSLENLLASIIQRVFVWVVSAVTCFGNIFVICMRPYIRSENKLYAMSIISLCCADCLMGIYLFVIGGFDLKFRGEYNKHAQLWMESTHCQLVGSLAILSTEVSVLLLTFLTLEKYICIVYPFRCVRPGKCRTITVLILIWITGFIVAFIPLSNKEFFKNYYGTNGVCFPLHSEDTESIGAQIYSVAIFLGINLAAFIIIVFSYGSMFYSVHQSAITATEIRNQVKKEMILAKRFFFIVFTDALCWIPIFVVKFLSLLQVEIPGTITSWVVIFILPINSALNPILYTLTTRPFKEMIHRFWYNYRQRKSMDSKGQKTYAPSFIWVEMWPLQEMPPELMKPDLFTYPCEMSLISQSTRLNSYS
# D1 agonist = agonists of human D1 dopamine receptor. HEK293 T-REx D1 cells, calcium flux, agonist mode. activation, % at 2 µM. 360,000 compounds, 1% hits. P21728. AID 504660; further: 0% is about no effect
#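 Inducible HEK293 T-REx D1 cells, force-coupled to calcium signalling, were plated at 4000 cells/well with tetracycline and held overnight at 30 C. After no-wash calcium dye loading, compound-evoked calcium rise over 180 s flagged agonists.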
# TRHR agonist = agonists of human TRH receptor; activation, % at 2 µM; 360,000 compounds, 0.18% hits; P34981; TRHR cells, calcium flux fluo-8, FDSS agonist mode; further: 0% is about no effect
#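 TRHR-expressing cells, plated overnight in medium with 10% serum, were loaded with fluo-8 calcium dye at room temperature. After a 10 s baseline, library compound was pin-added and calcium release was recorded kinetically (ex 480/em 530) as agonist response.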
# Starred values were filed as active, the others as inactive; ? = inconclusive; . = not tested or not shown; & = joins results of further samples. Unless noted, no stated cut-off is given here; in the data, active means activation above about 30%; inactive means the rest.
# Sequence of screens: D2 antag	D1 PAM	D2 PAM	TRHR agonist	D1 antag	D1 agonist	TRHR enhancer	RXFP1 antag	D2 ag
O=C(c1ccc(N2C(=O)C3CC=C(Cl)CC3C2=O)cc1)N1CCCCC1 (configuration not stated)
    38*	3	-4	0.0	-4	2	-2	1	-0.2
CCCOc1ccc(OC(=O)c2ccc(Br)o2)cc1
    2	-8	0	-0.1	-43*	94*	5	-5	0.0
COc1ccc(NC(=O)CCc2nc3cccnc3n2Cc2cccs2)c(OC)c1
    .	-1	0	-0.7	-13	0	13	-14	-1.0
CSc1cccc(NC(=O)c2ccccc2N(C)S(C)(=O)=O)c1
    .	8	.	1.0	-14	1	-2	-10	.
NC(=O)NOCc1cccc(Cl)c1
    3	2	-5	0.9	-1	2	-4	-2	1.0
CCOc1ncccc1C(=O)OCC(=O)c1ccc(Cl)s1
    -17	-4	3	-0.4	2	2	8	2	-1.4
CC(=O)Nc1cccc(N(C(=O)C2COc3ccccc3O2)C(C(=O)NC2CCCCC2)c2cn(C)nc2C)c1 (configuration not stated)
    4	2	4	0.2	4	3	1	0	-0.5
CCCCc1nc(SCC(=O)Nc2ccc(S(N)(=O)=O)cc2)n[nH]1
    -3	-5&0	5&3	1.5&1.3	13&-11	1&6	-10&20	-11&2	-0.3&0.0
COc1cccc(C2C(=O)N(C3CCCCC3)CC(=O)N2Cc2ccc(Cl)cc2)c1 (configuration not stated)
    .	-1	-15	0.0	26	1	-18	-22	.
CC(C)(C)c1ccc(Oc2coc3cc(OCC(=O)O)ccc3c2=O)cc1
    -18	-8	0	0.7	-8	3	-3	-17	-1.8
CCN(c1ccccc1)S(=O)(=O)c1nnc(NC(=O)COc2ccc(OC)cc2)s1
    .	-2	-12	-0.1	7	-1	-5	-8	0.8
O=c1c2ccccc2ncn1-c1ccccc1F
    1	-3	4	-0.4	5	0	1	10	-2.0
COc1ccc(CNC(=O)C/C(C)=N/NC(=O)c2ccc(OC)cc2OC)cc1
    -8	.	2	0.5	-6	1	1	-13	0.9
Cc1ccccc1C1(CCN2CCCCC2)CCOC(C)(C)C1 (configuration not stated)
    7	-4	0	0.8	2	4	8	14	1.4
CC1CCN(S(=O)(=O)c2ccc(-c3nnc(SCc4cccnc4)o3)cc2)CC1
    .	-5	.	-0.4	-10	0	1	7	.
COC(=O)c1cc(S(=O)(=O)NCC2CCN(Cc3ccccc3F)CC2)c[nH]1
    -3	-1&-3	3&-1	0.8&-0.2	18&-19	4&2	0&0	-2	1.3&0.0
O=c1c2ccccc2nc(SCc2nnc(-c3ccccc3)o2)n1-c1ccccc1
    .	2	.	0.2	-18	1	-3	3	.
COc1cc(C2C3C(=O)N(c4ccccc4)C(=O)C3ON2c2ccccc2)cc(OC)c1OC (configuration not stated)
    .	-3	.	0.8	-3	7	-1	-3	.
Cc1ccc(Cl)cc1NC(=O)C(C)n1nc(-c2ccccc2)ccc1=O (configuration not stated)
    .	4	-2	0.2	17	2	-3	.	.
c1ccc(CCN(Cc2ccccc2)C2CCN(C3CCCC3)CC2)cc1
    18	-4	-25	0.9	-9	8	5	-8	-0.6
O=C1S/C(=C\c2ccc(N3CCOCC3)o2)C(=O)N1Cc1ccc(F)cc1
    10	-6	-6	22	9	42*	-5	-16	7.2
O=[N+]([O-])c1ccc(Sc2nccn2Cc2ccccc2)c([N+](=O)[O-])c1
    -29	0	0	-0.3	-4	2	-1	11	-0.1
COc1ccccc1/C=C(\C#N)C(=O)c1cccn1C
    -6	2	22	1.8	0	1	5	11	3.9
CCOC(=O)N1CCC(c2cc(=O)n(-c3ccccc3)[nH]2)CC1
    -9	2	49*	0.4	20	5	1	0	1.6
O=C(NCc1cccc(Br)c1)c1cccn1-c1nnc(N2CCCCC2)s1
    .	2	15	0.2	13	2	3	.	0.2
Cc1ccc(S(=O)(=O)CC(C)(O)CS(=O)(=O)c2ccc(C)cc2)cc1
    18	0	-3	-0.7	-15	0	-2	12	0.4
CCC(C)NC(=O)c1sc2nc(C)c(C(=O)Nc3ccc(C)cc3C)c(-c3ccc(Cl)cc3)c2c1N (configuration not stated)
    .	-1	1	0.3	-16	1	3	14	-0.2
Cc1cc(C)c2nc(-c3ccncc3)cc(C(=O)N3CCN(Cc4ccccc4Cl)CC3)c2c1
    0	8	5	0.6	-16	6	5	-1	8.8
CN(CC(=O)Nc1ccc(F)cc1)C(=O)Cn1nnc(-c2ccccc2)n1
    4	4	-3	0.3	-9	3	0	-7	-0.1
COC(=O)[C@H](CCSC)NC(=O)NC1CC1
    -5	3	12	0.0	-8	3	5	2	-0.2
CC(C)=NNc1nc(-c2ccccc2)cs1
    -4	2	7	0.2	-1	2	4	-3	-1.9
O=[N+]([O-])c1ccccc1S(=O)(=O)Nc1ccc(-c2ccc(N3CCOCC3)nn2)cc1
    -6	7	-5	0.1	-11	3	3	22	-0.5
CCc1ccc(-n2nc(C)c3c(C(=O)NCCc4ccc(OC)c(OC)c4)cc(C)nc32)cc1
    .	-6	-3	-0.2	-7	5	-5	-9	.
COc1cc(OC)c(C2=NOC(C(=O)Nc3c(C)nn(CC(=O)N4CCCC4)c3C)C2)cc1Cl (configuration not stated)
    .	-1	.	0.1	9	4	1	-12	.
CCCCN(C)CCNC(=O)CN1C(=O)CSc2ccc(S(=O)(=O)N3CCOCC3)cc21
    -5	-2&9	-18	0.4&1.0	2&-9	0&3	4&-2	3&-3	1.0&1.3
O=C(NCCN1CCCC1)c1ccc2c(c1)N(Cc1ccc(F)cc1)C(=O)c1ccccc1S2=O (configuration not stated)
    -5	1	8	1.2	17	2	4	0	0.6
CC1CCN(c2ccc([N+](=O)[O-])c(SCCO)c2)CC1
    -12	1	-2	-0.5	-31*	1	-2	-15	1.5
COP(=O)(OC)c1nc(-c2ccccc2)oc1N1CCOCC1
    4	-4	-11	0.1	-7	-1	4	5	25
CCOc1ccc(-c2nnc(SCC(=O)Nc3cccc(OC)c3)nc2-c2ccc(OCC)cc2)cc1
    .	0	-2	0.8	12	0	3	-3	-0.9
Cc1cc2c3c([nH]c2cc1S(=O)(=O)NCc1ccc(CN2CCCCCC2)o1)CC(C)(C)CC3=O
    -4	-2	1	0.0	-7	0	-5	3	0.4
Cc1c(Cl)c([N+](=O)[O-])nn1CCCC(=O)Nc1cc(Oc2ccccc2)cc([N+](=O)[O-])c1
    3	-6	3	0.5	-5	0	-7	-4	-0.7
O=C(NNC(=O)c1ccc(-n2cncn2)c([N+](=O)[O-])c1)c1cccc(Cl)c1
    1	-8	-8	-0.2	9	1	-4	1	-0.3
O=C(Cn1cnc2c(nnn2-c2ccccc2)c1=O)N1CCCc2ccccc21
    -2	-3	-7	-0.3	-3	4	0	7	0.6
O=C(Nc1ccc(F)c(F)c1)c1cc(S(=O)(=O)N2CCN(c3ccccn3)CC2)ccc1F
    -8	2	20	0.5	0	4	17	2	0.1
COc1ccc(OC)c(/C=C(/C#N)c2nc(-c3ccc(-c4ccccc4)cc3)cs2)c1
    .	1	-4	1.3	-9	5	2	-2	1.1
CN1CCc2c(sc(NC(=O)C3COc4ccccc4O3)c2C(N)=O)C1 (configuration not stated)
    -20	-4	-15	0.5	-19	5	-8	-2	0.0
CC1Cc2cc(/C=C3/SC(=S)N(C)C3=O)ccc2O1 (configuration not stated)
    -8	-2	-8	0.7	-2	4	-3	1	1.3
CCCC(=O)Nc1ccc(Cl)c(NC(=O)c2cccc(OC)c2)c1
    -9	-8	5	-2.1	8	0	-4	2	-1.3
COc1ccc(CNC(=O)Cc2ccc(-c3ccccc3)cc2)cc1OC
    20	-4	-8	-0.8	10	1	4	-19	-1.5
S=c1[nH]nc(-c2cccc(Cl)c2)n1Cc1ccccc1
    -17	3	-6	-0.1	-12	0	-1	?	0.2

# Other entries
# Sequence of screens: D2 antag	D1 PAM	D2 PAM	TRHR agonist	D1 antag	D1 agonist	TRHR enhancer	RXFP1 antag	D2 ag
Cc1ccc2c(c1)N(CC(=O)NCC1CCCO1)C(=O)C(C)O2 (configuration not stated)
    -23	0	-4	0.1	4	3	2	-12	-0.7
CC(=O)c1c(C)nc(Nc2nc3ccccc3s2)nc1C
    .	-4	.	-0.1	-6	2	-5	8	.
Cc1ccc(-c2cc(C(=O)Nc3cc(C(=O)O)ccc3C)c3ccccc3n2)cc1
    -30	10	32*	0.5	9	3	1	-12	0.1
CCO[C@@H]1OC(C(=O)N2CCN(C)CC2)=C[C@H](c2ccc(C(F)(F)F)cc2)[C@H]1CCCO
    -5	-1	-7	0.4	-16	-2	4	.	0.1
CC(C)(C)C1CCc2c(sc3nnn(CCOc4ccccc4)c(=O)c23)C1 (configuration not stated)
    .	1	3	-0.9	8	-1	-1	-2	-0.9
CN(CC1CCN(CCc2cccc(C(F)(F)F)c2)CC1)C(=O)c1ccc(F)cc1
    58*	0	-19	-0.7	3	1	-3	12	-0.3
Cc1ccc(NC(=O)C2=C(C(=O)O)CCCC2)cc1Br
    -8	0	-5	-2.2	-10	2	-2	4	-1.4
COCCn1c(C)cc(/C=C(\C#N)C(=O)OCC(=O)N(C)c2c(N)n(Cc3ccccc3)c(=O)[nH]c2=O)c1C
    -10	9	7	0.1	4	1	-1	-7	0.8
N#Cc1cc(-c2ccccc2)[nH]c1-c1nccc2ccccc12
    2	3	1	-0.7	-15	0	4	0	-1.0
CCCCOc1cccc(C2C(C(=O)c3ccc(C)o3)=C(O)C(=O)N2Cc2ccco2)c1 (configuration not stated)
    -12	-1	-2	0.5	7	9	-4	.	1.0

# As a short view, some entries already given:
# Sequence of screens: D2 antag	D1 PAM	D2 PAM	TRHR agonist	D1 antag	D1 agonist	TRHR enhancer	RXFP1 antag	D2 ag
Cc1ccc(NC(=O)C2=C(C(=O)O)CCCC2)cc1Br
    -8	0	-5	-2.2	-10	2	-2	4	-1.4
COCCn1c(C)cc(/C=C(\C#N)C(=O)OCC(=O)N(C)c2c(N)n(Cc3ccccc3)c(=O)[nH]c2=O)c1C
    -10	9	7	0.1	4	1	-1	-7	0.8
N#Cc1cc(-c2ccccc2)[nH]c1-c1nccc2ccccc12
    2	3	1	-0.7	-15	0	4	0	-1.0
CCCCOc1cccc(C2C(C(=O)c3ccc(C)o3)=C(O)C(=O)N2Cc2ccco2)c1 (configuration not stated)
    -12	-1	-2	0.5	7	9	-4	.	1.0

# (list continues)
# Sequence of screens: D2 antag	D1 PAM	D2 PAM	TRHR agonist	D1 antag	D1 agonist	TRHR enhancer	RXFP1 antag	D2 ag
Cc1cc(C(=O)NNC(=O)c2cccc(N(C)C)c2)c(C)o1
    2	-6	-8	0.0	-2	3	-5	-1	1.1
O=C(C[n+]1cc(Br)cc2ccccc21)c1ccc(F)cc1
    -5	-1	4	14	11	40*	0	0	2.6
Cc1cc(C)nc(SCC(=O)c2ccc(O)c(O)c2)n1
    .	-8	.	-0.3	2	6	-2	.	.
Nn1c(-c2ccccc2)nc2ccccc2c1=O
    4	6	2	-0.4	8	0	-1	0	-0.7
Cn1c(/C(C#N)=N/O)nc2ccccc21
    8	0	11	-0.4	10	0	-1	3	-0.1
Cn1nnc2cc(C(=O)NC(C)(C)C)ccc21
    -18	-4	-11	0.3	-3	1	2	5	0.0

# Source: PubChem BioAssay
